# Screening data (PubChem BioAssay)
# Mtb RmlCD inh: M. tuberculosis RmlC/RmlD inhibition; RmlC+RmlD coupled enzyme assay, percent inhibition; primary screen in compound mixtures; 0.03% of 160,000 active; inhibition, % at 3.6 µM; P9WH09+P9WH11; in the data active = inhibition mostly above about 34%, no sharp cut-off; inconclusive = no clear call, values can overlap the other calls; inactive = mostly below about 22%; note: some results filed as inactive read as strong as hits
# Target sequence (P9WH09 whole entry, looked up): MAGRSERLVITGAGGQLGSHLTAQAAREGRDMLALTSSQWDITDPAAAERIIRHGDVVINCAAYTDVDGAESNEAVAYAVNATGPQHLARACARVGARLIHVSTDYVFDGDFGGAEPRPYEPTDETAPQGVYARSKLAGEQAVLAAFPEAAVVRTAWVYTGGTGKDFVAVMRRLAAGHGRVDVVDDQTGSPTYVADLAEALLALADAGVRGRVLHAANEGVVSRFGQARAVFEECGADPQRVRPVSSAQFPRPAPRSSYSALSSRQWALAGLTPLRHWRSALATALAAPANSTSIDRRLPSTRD
# Target sequence (P9WH11 whole entry, looked up): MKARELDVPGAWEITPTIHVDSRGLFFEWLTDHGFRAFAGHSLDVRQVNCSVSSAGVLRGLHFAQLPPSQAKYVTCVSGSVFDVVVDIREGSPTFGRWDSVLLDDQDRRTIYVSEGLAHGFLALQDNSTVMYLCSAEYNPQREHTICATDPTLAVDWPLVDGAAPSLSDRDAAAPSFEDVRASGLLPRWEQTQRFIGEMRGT
# M. tuberculosis GlmU: inhibition of mycobacterial GlmU enzyme – biochemical, glucosamine-1-phosphate acetyltransferase (AID 1376); inhibition, %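 (tested at 30 µM in the primary screen)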, or IC50 in µM where a hit was titrated; M. tuberculosis GlmU acetyltransferase enzyme assay; higher % means a stronger effect; 0.25% of 220,000 active; in the data active = inhibition above about 13%; inconclusive = no clear call, values can overlap the other calls;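 note: 0% = complete reaction with vehicle and 100% = reaction without substrate; strong numbers were not always called active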
# Starred values were filed as active, the others as inactive; ? = inconclusive; . = no result given. Only part of the results is shown. The share of hits here may be higher or lower than overall.
SMILES,Mtb RmlCD inh,M. tuberculosis GlmU
CC1(C)Cc2c(cnn2-c2ccccc2)C(=O)/C1=N\NC(=O)c1ccccc1,.,-1.9%
COc1ccc(/C=N\NC(=O)/C(=C\Nc2nccc(C)n2)NC(=O)c2ccccc2)cc1,7,-0.7%
COc1ccc(/C=N\NC(=O)COc2ccc(C(C)(C)C)cc2)cc1Cn1nc(C)cc1C,.,2.8%
Cc1ccc(/C=N/N2C(=O)C3C(C2=O)C2C=CC3C23CC3)o1 (centres undefined),7,0.9%
CCOc1ccc(S(=O)(=O)Nc2cc(S(=O)(=O)N(CC)CC)ccc2N2CCCC2)cc1,0,-0.4%
COc1ccc(/C=C/C(=O)C2CC2)cc1COc1cccc(C)c1C,-2,1.8%
CC(C)(C)c1cc(C(=O)N/N=C/c2ccc([N+](=O)[O-])s2)n[nH]1,-5,4.4%
O=C(CSc1ccccc1)Nc1nnc(/C=C/c2ccccc2)s1,14,0.8%
CCN(CC(=O)NC(=O)NCc1ccco1)Cc1nc2ccccc2c(=O)[nH]1,-7,0.8%
O=C(CS(=O)(=O)c1ccccc1)NC1CCCCC1,.,-5.7%
Cc1nn(CC(=O)Nc2cccc(S(N)(=O)=O)c2)c(C)c1[N+](=O)[O-],7,-3.2%
O=C(Cc1ccc(S(=O)(=O)N2CCCC2)s1)N1CCOCC1,.,5.7%
Cc1[nH]n(-c2ccc(Cl)cc2)c(=O)c1/C=N/c1nnc(-c2ccccc2)s1,-12,4.3%
CC(C)N(CC(N)=O)C(=O)c1sc2cc(F)ccc2c1Cl,6,-0.3%
COc1cccc(Nc2nnc(SCn3nnc4ccccc4c3=O)s2)c1,-5,-0.1%
COC(=O)c1ccc(NC(=O)CSc2nccn2CCc2ccccc2)cc1,.,5.0%
Cn1c(=O)c2c(nc3sccn32)n(C)c1=O,.,-0.9%
COC(=O)NC(=S)N1CCOCC1,8,4.8%
COc1cc(Cl)cc(C2NC(=O)NC(C)=C2C(C)=O)c1OCC(=O)O (centres undefined),-7,-0.3%
CCCc1cc(=O)c2c(O)cccc2o1,8,-1.8%

# Looked up by compound from the entries so far, 6 records:
SMILES,Mtb RmlCD inh,M. tuberculosis GlmU
Cn1c(=O)c2c(nc3sccn32)n(C)c1=O,.,-0.9%
COC(=O)NC(=S)N1CCOCC1,8,4.8%
Cc1[nH]n(-c2ccc(Cl)cc2)c(=O)c1/C=N/c1nnc(-c2ccccc2)s1,-12,4.3%
CC(C)N(CC(N)=O)C(=O)c1sc2cc(F)ccc2c1Cl,6,-0.3%
COC(=O)c1ccc(NC(=O)CSc2nccn2CCc2ccccc2)cc1,.,5.0%
COc1cccc(Nc2nnc(SCn3nnc4ccccc4c3=O)s2)c1,-5,-0.1%

# Continued.
SMILES,Mtb RmlCD inh,M. tuberculosis GlmU
Cc1ccc(Cl)cc1NC(=S)N(CCCN1CCOCC1)Cc1ccco1,-6,-5.6%
Cn1c(C(=O)Nc2ccccc2)cc2sccc21,.,4.5%
Cc1cccc(OCC(=O)Nc2cc(C)ccc2O)c1,3,1.1%
CCOC(=O)N1CCC(N2C(=O)c3ccccc3C2Nc2ccc(C)cc2)CC1 (centres undefined),-7,3.9%
Cc1cccc(Oc2ncc(-c3ccc(Cl)cc3)cn2)c1C,15,4.1%
O=C(O)c1ccc(NC(=S)NC(=O)c2cccc(COc3ccccc3)c2)cc1,-7,2.6%
Cc1cc(C)nc(NC2=NCCN2C(=S)Nc2ccc(C)c(C)c2)n1,-1,-2.7%
COc1cc(C(N)=O)cc(Cl)c1OCc1ccccc1,5,-3.4%
Cc1cccc(NC(=S)N2CCC(C(N)=O)(N3CCCCC3)CC2)c1C,4,4.9%
O=C1CCCC2C3CCCN4CCCC(CN12)C34 (centres undefined),.,1.4%
Cc1ccc(NP(=O)(Nc2ccc(C)cc2)Oc2ccccc2)cc1,-12,0.7%
O=C(Nc1ccccc1-c1ccccc1)NC1CCN(C(=O)N2CCOCC2)CC1,-2,-4.3%
Cc1ccc(NC(=O)C2c3ccccc3Oc3ccccc32)nc1,5,-2.9%
Cc1sc2ncnc(NCc3ccccc3)c2c1C,36,2.2%
CC(C)(C)c1ccc(/C=N/NC(=S)NCc2ccccc2)cc1,-10,4.4%
C/C(CC(=O)Nc1ccccn1)=N\NC(=O)c1cccc(C)c1,3,0.3%
CC1=NN(C(=O)COc2ccc(C)c(C)c2)C(O)(c2ccccc2)C1 (centres undefined),-11,2.1%
CC(C)NC(=O)c1ccc2c3n(nc2c1)-c1ccccc1CO3,.,-6.6%
O=C(Nc1ccc2c3c(cccc13)CC2)c1cccc([N+](=O)[O-])c1,-5,3.7%
CCCCc1ccc(NS(=O)(=O)c2cccs2)cc1,-5,-0.1%

# Entries of single compounds as entered above. Order of values: Mtb RmlCD inh	M. tuberculosis GlmU
# Results for `CC(C)(C)c1ccc(/C=N/NC(=S)NCc2ccccc2)cc1` → -10	4.4%
# Results for `CCCCc1ccc(NS(=O)(=O)c2cccs2)cc1` → -5	-0.1%

# An excerpt of these results, bar-delimited.
Structure | Mtb RmlCD inh | M. tuberculosis GlmU
Cc1ccc(NP(=O)(Nc2ccc(C)cc2)Oc2ccccc2)cc1 | -12 | 0.7%
O=C(Nc1ccccc1-c1ccccc1)NC1CCN(C(=O)N2CCOCC2)CC1 | -2 | -4.3%

# Next results
SMILES,Mtb RmlCD inh,M. tuberculosis GlmU
COc1ccc(CNC(=O)C/C(C)=N/NC(=O)C(c2ccccc2)c2ccccc2)cc1,4,2.7%
Cn1c(SCC(=O)N/N=C/c2ccc([N+](=O)[O-])s2)nnc1-c1ccc(Cl)cc1,-5,1.7%
COc1cc(S(=O)(=O)Nc2ccccc2C)ccc1NC(=O)c1ccncc1,-5,-0.3%
COCCNC(=S)N1CCC(NC(=O)c2ccco2)CC1,-7,-4.3%
COC(=O)CSc1nc(C)c(Oc2ccccc2)c(=O)[nH]1,-10,-2.2%
COc1cc2c(cc1NC(=O)COC(=O)/C=C/c1ccc([N+](=O)[O-])cc1)oc1ccccc12,5,1.8%
O=C(CSc1ccc2c(c1)OCCO2)Nc1ccc(Cl)cn1,-5,0.8%
N#Cc1nc(-c2ccco2)oc1NCCc1ccccc1,-3,1.7%
Cc1ccc(S(=O)(=O)NCCOc2nc(N(C)C)nc(N3CCOCC3)n2)cc1,11,-3.0%
C/C(=N\OC(=O)c1ccc(Br)cc1)c1ccccn1,-4,-0.9%
CCCc1nnc(NC(=O)C(=O)NCCN(C)C)s1,-5,-0.1%
Cc1ccc(S(=O)(=O)N2CCCC2C(=O)OCc2ccco2)cc1 (centres undefined),12,-2.2%
CCCc1[nH]nc2c1C(c1ccc(OC(=O)N3CCOCC3)cc1)C(C#N)=C(N)O2 (centres undefined),-8,7.5%
COCCCNC(=S)N1CCN(c2ccc([N+](=O)[O-])cc2)CC1,-4,1.0%
CCNC(=S)NNC(=O)Cc1ccccc1,.,1.6%
O=c1ccc2cc(O)c(O)cc2o1,.,0.5%
CSc1nsc(/C=C/Nc2ccc(C)cc2)c1C#N,-5,-0.9%
CCOC(=O)C1=C(c2ccccc2)OC(N)=C(C#N)C1c1cccs1 (centres undefined),-8,1.4%
O=C(O)c1cc(Nc2nc(N3CCOCC3)nc(N3CCOCC3)n2)ccc1Cl,.,8.7%
CCOC(=O)c1sc2nc(N3CCOCC3)c3c(c2c1N)CC(C(C)C)OC3 (centres undefined),.,-2.6%
COc1ccc(Cn2c(CCC(=O)O)nc3cccnc32)cc1,-3,-9.2%
COc1ccccc1C(=O)N1CC2(C)CC1CC(C)(C)C2 (centres undefined),.,5.9%
O=C(Nc1ccccc1)OC1CCCCc2cccnc21 (centres undefined),-6,7.3%
Cc1c(NC(=O)CSc2ccc(Cl)cc2)cccc1-c1nc2ncccc2o1,?,-2.4%
CC(=O)OC1N=C(c2ccccc2)c2ccccc2NC1=O (centres undefined),.,-3.3%
CC(=O)c1sc(NC(=O)c2ccc(Cl)cc2)nc1C,0,-0.3%
COc1ccc(-n2c(C)cc(C(=O)CN3C(=O)NC4(CCc5ccccc54)C3=O)c2C)cc1 (centres undefined),-4,0.6%
O=[N+]([O-])c1cc(C(F)(F)F)ccc1NCCc1c[nH]c2ccccc12,-5,-3.4%
COc1ccc(/C=C/C(=O)Nc2cc(S(=O)(=O)N3CCCCC3)ccc2N2CCCCC2)cc1OC,10,-2.0%
CN(C)c1nc(C(=O)OCCO)nc(N(C)C)n1,.,-6.6%
COc1ccc(CCN(Cc2cc3cc(C)ccc3[nH]c2=O)C(C)=O)cc1OC,9,-5.5%
Cc1onc(-c2c(F)cccc2Cl)c1C(=O)Nc1c(C)n(C)n(-c2ccccc2)c1=O,-6,1.4%
CCCC(=O)Nc1cccc(NC(=O)c2cccc([N+](=O)[O-])c2C)c1,9,-4.0%
COc1ccc(NC(=O)CSc2nc3ccccc3c(=O)n2-c2ccc3c(c2)OCO3)c(OC)c1,-11,0.2%
O=C(O)CNC(=S)N(Cc1ccccc1)Cc1ccccc1F,2,-4.9%
CC1(C(=O)OCC(=O)Nc2ccc3ccccc3c2)CC1(Cl)Cl (centres undefined),-11,1.0%
Cn1ncc(C#N)c1/N=C/N1CCCCCC1,0,-2.5%
Cc1csc(NC(=O)Cc2coc3cc(C)c(C(C)C)cc23)n1,-13,2.7%
O=c1c2ccccc2ncn1-c1ccc(Cl)cc1[N+](=O)[O-],7,-1.0%
Fc1ccc(-c2cc(-c3nnc4n3CCCCC4)c3ccccc3n2)cc1,.,0.8%

# Another view of 3 compounds above:
structure | Mtb RmlCD inh | M. tuberculosis GlmU
COc1ccc(CNC(=O)C/C(C)=N/NC(=O)C(c2ccccc2)c2ccccc2)cc1 | 4 | 2.7%
Cn1c(SCC(=O)N/N=C/c2ccc([N+](=O)[O-])s2)nnc1-c1ccc(Cl)cc1 | -5 | 1.7%
COc1cc(S(=O)(=O)Nc2ccccc2C)ccc1NC(=O)c1ccncc1 | -5 | -0.3%

# Next results follow.
SMILES,Mtb RmlCD inh,M. tuberculosis GlmU
CN(C)Cc1cc2ccccc2c2c1COC2,-2,-1.7%
COc1ccc(C(=O)NCc2ccncc2)cc1OC,.,2.1%
CCc1ccc(-c2cn(-c3nc(C)cc(C)n3)c(=N)o2)cc1,12,-0.1%
COc1ccc(O)c(C(=O)CC(=O)c2ccccc2C)c1,.,-5.1%
CC[C@H](C)[C@H](NC(=O)OCc1ccccc1)C(=O)Nc1ccc(NC(C)=O)cc1,-7,-4.2%
O=C(C1CC(c2ccc(F)cc2)=NO1)N1CCCCC1 (centres undefined),3,0.2%
O=C(O)c1cccc(Cn2c(Cl)c(/C=N/NC(=O)c3cc4ccccc4cc3O)sc2=O)c1,9,134µM*
CCOc1ccc(C(=O)NCc2ccccc2)cc1Br,-8,0.7%
C=CCN(c1ccccc1)S(=O)(=O)c1cc(C(=O)NC2=NCCS2)ccc1Cl,-12,-3.3%
COc1ccc(N(C(C)C(=O)NC2CCCCCC2)S(C)(=O)=O)cc1 (centres undefined),12,-2.2%
Clc1ccc(-c2n[nH]c3c2Cc2ccccc2-3)cc1Cl,5,0.3%
COC(=O)c1cnc(N2CCCN(S(=O)(=O)c3ccc(C(F)(F)F)cc3)CC2)nc1C(F)(F)F,.,1.9%
CC1(c2ccc3ccccc3c2)NC(=O)N(CC(=O)NCc2cccs2)C1=O (centres undefined),-8,0.7%
O=C(NCC1CCCO1)C(=O)c1c[nH]c2ccccc12 (centres undefined),6,4.9%
S=C(Nc1ccc(Cl)cc1)c1sc(N2CCCCC2)nc1N1CCOCC1,15,-5.0%
O=C(O)Cn1cnc2sc3c(c2c1=O)CCCC3,3,7.3%
CCOc1ccccc1N1CCN(C(=O)c2ccc3[nH]c4c(c3c2)CCCC4)CC1,8,-5.7%
Cc1ccc(S(=O)(=O)N(C)CCCC(=O)n2nc(C)cc2C)cc1,3,-1.8%
Cn1nc([N+](=O)[O-])nc1N1CCOCC1,.,0.3%
CCOCCn1c(=NC(=O)c2cc3ccccc3oc2=O)sc2cc(S(N)(=O)=O)ccc21,-7,3.5%
COC(=O)c1c(NC(=O)COC(=O)c2ccc(C)s2)sc2c1CCCCC2,-4,-2.7%
Cc1cc(NC(=O)COc2cccc3cccnc23)no1,2,0.1%
O=S(=O)(c1ccc2c(c1)CCCN2)N1CCCC2CCCCC21 (centres undefined),-8,-3.8%
Fc1ccc(-n2c(-c3ccc4ccccc4n3)n[nH]c2=S)cc1,-10,10%
O=C(NCC(c1cccnc1)N1CCN(c2ccccc2)CC1)c1ccc2c(c1)OCO2 (centres undefined),7,3.9%
CCc1cccc2cc3c(N)c(C(=O)Nc4ccc(S(=O)(=O)N5CCCC5)cc4)sc3nc12,0,1.5%
Cn1ccc(-c2ccccc2)n1,-17,7.1%
COc1ccc(N2CCN(C(=S)Nc3cc(C)ccc3C)CC2)cc1,78,-0.9%
CC1CCCCC1NC(=O)CN1CCC(O)(c2ccc3c(c2)OCO3)CC1 (centres undefined),1,-4.5%
Cc1cccc(NP(C)(=O)c2nc3c(s2)CCCC3)c1 (centres undefined),-5,1.4%
Cc1ccc2cc(C#N)c(N3CCCN(S(=O)(=O)c4ccc(F)cc4)CC3)nc2c1,.,2.2%
COc1ccc(NS(=O)(=O)c2cc(NC(=O)c3ccccc3F)ccc2N2CCCC2)cc1,.,-3.1%
O=[N+]([O-])c1ccc(Sc2cccc3cccnc23)c([N+](=O)[O-])c1,-9,-6.6%
COc1ccc(S(=O)(=O)N2CCCC2C(=O)n2nc(C)cc2C)cc1 (centres undefined),10,1.4%
Cc1ccc(CS(=O)(=O)c2ccc(C(=O)N3CCN(c4ccccn4)CC3)cc2[N+](=O)[O-])cc1,3,-0.6%
O=C(Nc1ccc(Br)cc1F)c1ccncc1,-8,2.6%
N#C/C(=C\c1cn(Cc2ccc(F)cc2)c2ccccc12)C(=O)NCc1ccco1,.,1.0%
Cc1ccc(C(=O)N2CCN(C(=O)N3CCOCC3)CC2)cc1,1,5.4%
Fc1cccc(-c2csc(-c3ccno3)n2)c1,-8,-1.5%
Cc1ccc(N2CC(C(=O)N3CCN(c4ccccc4)CC3)CC2=O)cc1 (centres undefined),.,5.2%
